High-throughput results: PubChem, National Center for Advancing Translational Sciences (NCATS)
D2 potentiator: positive allosteric modulators of human D2 dopamine receptor; P14416; HEK293 T-REx D2, calcium flux, EC20 dopamine potentiation; potentiation, % at 10 µM; 340,000 tested, 0.34% active; AID 485347;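 active means potentiation over 3 SD above the plate norm, cut at about 30% in these data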; further: 0% is about no effect
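Calcium flux readout, no-wash dye, 1 read/s. Inducible HEK293 Trex D2 line, overnight 30 C. Compound alone 180 s (agonist flags), then EC20 dopamine, another 180 s to score potentiation.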
GRP78 ERSR act: induces the endoplasmic reticulum stress response in human glioma cells. U87-MG GRP78 promoter luciferase reporter, 16 h. Potency, µM, inactives show top-dose activation, hits mostly activators. 420,000 tested, 0.02% active; further: potency means the concentration at half of the fitted maximal effect; series mostly up to about 76 µM; % of control where 0% means no effect; nearly all actives have a fitted effect of over 35% in size
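ERSR induction read as luciferase luminescence (Bright-Glo, 10 min at room temperature) in stably transfected human U87-MG glioma cells exposed to compounds for 16 h, using GRP78 as sensor.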
RXFP1 agonist: agonists of human relaxin receptor RXFP1; Q9HBX9; HEK293T-RXFP1 cAMP TR-FRET, 30 min; response scale: percent of porcine relaxin response, buffer zero; Potency, µM (highest dose often 57.5 µM), for the others: top-dose activation, hits mostly activators; 370,000 tested, 0.3% active; AID 2676; further: potency means the concentration at half of the fitted maximal effect; on the % scale 0 is the no-effect control and ±100 the full control effect; nearly all actives have a fitted effect of over 60% in size; many of its hits are not listed in these tables
Target sequence (Q9HBX9 whole entry, looked up): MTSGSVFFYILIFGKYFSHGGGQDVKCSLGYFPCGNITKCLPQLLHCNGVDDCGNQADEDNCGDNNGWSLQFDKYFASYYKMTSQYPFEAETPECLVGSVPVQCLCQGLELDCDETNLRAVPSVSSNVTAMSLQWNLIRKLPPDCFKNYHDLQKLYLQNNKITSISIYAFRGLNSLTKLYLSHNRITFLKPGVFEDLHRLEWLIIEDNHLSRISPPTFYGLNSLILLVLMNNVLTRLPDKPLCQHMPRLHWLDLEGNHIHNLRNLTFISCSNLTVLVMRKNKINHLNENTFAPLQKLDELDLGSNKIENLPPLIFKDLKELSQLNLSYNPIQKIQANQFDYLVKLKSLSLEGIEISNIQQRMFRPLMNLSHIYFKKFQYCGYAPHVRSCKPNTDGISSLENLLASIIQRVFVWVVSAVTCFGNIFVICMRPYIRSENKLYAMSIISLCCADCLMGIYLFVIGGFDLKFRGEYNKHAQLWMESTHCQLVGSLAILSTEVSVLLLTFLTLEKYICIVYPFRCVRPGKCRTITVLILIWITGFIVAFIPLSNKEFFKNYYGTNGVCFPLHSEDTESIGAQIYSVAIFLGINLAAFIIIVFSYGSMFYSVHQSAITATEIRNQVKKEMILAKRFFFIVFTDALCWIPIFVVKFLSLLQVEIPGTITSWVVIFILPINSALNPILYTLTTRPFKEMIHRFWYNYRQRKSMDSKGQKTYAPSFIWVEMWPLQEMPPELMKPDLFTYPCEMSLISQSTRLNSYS
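HEK293T cells stably expressing RXFP1 were pretreated with the PDE4 inhibitor Ro 20174, exposed to compounds for 30 min at 37C, lysed, and cAMP was read by TR-FRET. Data normalized to buffer (basal) and 29 nM porcine relaxin (100%).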
Vif-APOBEC3G blk: Vif-A3G binding inhibition; HeLa A3G-eYFP + Vif (tagged APOBEC3G with the HIV-1 protein that degrades it), YFP fluorescence, overnight; Potency, µM (doses to about 46.1 µM), inactives show top-dose activity, negative = active, usual class: inhibitors; 410,000 tested, 0.076% active; AID 602310;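 further: potency means the concentration at half of the fitted maximal effect; on the % scale 0 is the no-effect control and ±100 the full control effect; nearly all actives have a fitted effect of over 60% in size; hits raise eYFP signal because A3G escapes Vif-driven loss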
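HeLa cells stably expressing Vif and C-terminally eYFP-tagged A3G, seeded overnight at 37 deg C, then exposed to compound by pintool overnight at 37 deg C. Rise in yellow fluorescence (Ex 488/Em 500-530, Acumen) marks blocked Vif-driven A3G degradation.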
D1 ag: human D1 receptor agonism. P21728. HEK293 T-REx D1 cells, calcium flux, agonist mode. activation, % at 2 µM. 360,000 tested, 1% active. AID 504660; in the data active means activation above about 30%; further: 0% is about no effect
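Inducible HEK293 T-REx D1 cells, force-coupled to calcium signalling, were plated at 4000 cells/well with tetracycline and held overnight at 30 C. After no-wash calcium dye loading, compound-evoked calcium rise over 180 s flagged agonists.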
Vif-APOBEC3F blk: blocks the Vif interaction with APOBEC3F; HeLa A3F-eYFP + Vif (tagged APOBEC3F with the HIV-1 protein that degrades it), YFP fluorescence increase; Potency, µM (top dose mostly 46.1 µM), without a hit: top-dose activity, negative = active; 390,000 tested, 0.2% active; further: potency means the concentration at half of the fitted maximal effect; % of control where 0% means no effect; nearly all actives have a fitted effect of over 65% in size
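Fluorescence increase (Ex 488/Em 500-530) after overnight compound treatment at 37 deg C flags inhibition of Vif-driven A3F-eYFP loss in stable HeLa A3F-eYFP/Vif cells seeded overnight beforehand.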
RXFP1 antagonist: antagonists of human relaxin receptor RXFP1 | HEK293-RXFP1, relaxin-stimulated cAMP HTRF, 30 min; active compounds read low | activity change, negative = inhibition, % at 57.5 µM | 350,000 tested, 0.59% active;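 active means activity change of -60% or lower, but not beyond a set lower limit; inconclusive means change between -60% and -40%, or beyond the set limit; inactive means change above -40%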; further: on the % scale 0 is the no-effect control and ±100 the full control effect
D1 PAM: human D1 dopamine receptor positive modulation; P21728; HEK293 TREx D1 cells, calcium flux, dopamine EC20 potentiation; potentiation, % at 10 µM; 360,000 tested, 0.036% active; AID 504651; in the data active means potentiation above about 30%; further: 0% is about no effect
D1 antag: blocks dopamine activation of the human D1 receptor. HEK293 TREx D1 cells, calcium flux, dopamine EC80; active compounds read low. activity change, negative = inhibition, % at 10 µM. 360,000 tested, 3.2% active; in the data active means activity change below about -30%; further: on the % scale 0 is the no-effect control and ±100 the full control effect
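Inducible Hek293 Trex D1 cells (tetracycline, overnight, 30 C). Calcium dye 30–90 min RT. Antagonist mode: EC80 dopamine added after 180 s compound read.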
An asterisk follows results filed as active; ? = inconclusive; . = not tested or not shown. Unless noted, the call rests on the fitted dose curve; in most records, active means well fitted curve in the direction sought with a large enough effect; inconclusive means small, poorly fitted or top-dose-only effect, or another doubt; inactive means no such curve, though single readings can be large; an effect the other way counts as inactive or inconclusive. A portion of the library; the hit share may differ from the screen's.

canonical_smiles	D2 potentiator	GRP78 ERSR act	RXFP1 agonist	Vif-APOBEC3G blk	D1 ag	Vif-APOBEC3F blk	RXFP1 antagonist	D1 PAM	D1 antag
Cc1cc(C)n(Cc2ccc(C(=O)Nc3ccc(Br)cc3C)o2)n1	-1	-3%	0.5%	-4%	2	0%	-6	1	3
CC(C)(C)NC(=O)c1ccnc(C(C)(C)C)c1	0	0%	3.7%	0%	5	4%	-12	-1	3
O=C(N/N=C/c1cccnc1)c1ccc(Cl)c(Cl)c1	.	-2%	.	0%	.	4%	-2	.	.
CC(=O)Nc1ccc(S(=O)(=O)N2CCN(C(=O)c3ncoc3-c3ccc(C)cc3)CC2)cc1	11	-3%	2.6%	0%	3	4%	-10	-1	-4
COc1ccc(-n2cc(C(=O)N(CCN(C)C)Cc3ccccc3)c3ccccc3c2=O)cc1	-7	-1%	-0.7%	1%	5	3%	-1	-1	-3
CC(=O)N1CCN(C(=O)c2ccc(Cl)c(NC(=O)c3cccs3)c2)CC1	7	-5%	1.4%	0%	0	9%	-2	-9	10
COc1cccc(N(CC(=O)NCCSCc2ccc(Cl)cc2)S(C)(=O)=O)c1	-9	-2%	-0.8%	1%	5	-8%	-13	4	-22
COc1ccc(N2CCN(CCNC(=O)CCNS(=O)(=O)c3cccs3)CC2)cc1	-1	-5%	0.0%	1%	6	-3%	-2	-1	-9
CC(C)Cc1nc(Nc2ccc(S(=O)(=O)N3CCCC3)cc2)c2nnn(Cc3ccccc3)c2n1	-2	-3%	-0.8%	-5%	6	-3%	-5	0	7
COc1ccc(C(=O)N2CCNC(=O)C2)cc1S(=O)(=O)Nc1ccc(Br)cc1	-10	0%	3.4%	-1%	5	3%	-4	.	-17
CN(C)S(=O)(=O)c1cccc(COC(=O)c2cc([N+](=O)[O-])ccc2N2CCOCC2)c1	10	0%	3.0%	-2%	4	-6%	6	-2	-39*
NC(=O)CSc1nc2ccccc2n1Cc1ccccc1	14	0%	-0.3%	4%	5	0%	-6	-6	6
CC(=O)c1cnc(Nc2nc(C)c3ccccc3n2)nc1C	-2	.	0.4%	.	1	.	.	7	-7
Cc1sc2nc(-c3ccccc3)oc(=O)c2c1C	0	3%	-0.1%	-1%	3	-4%	-15	3	6
O=C(Cc1ccccc1)NCC(=O)OCc1ccc([N+](=O)[O-])cc1	-7	-1%	0.3%	1%	1	2%	-3	-3	10
CN(C)CCCNC(=O)c1ccccc1Oc1ccccc1	9	0%	-3.3%	-2%	8	-5%	-6	-2	-20
CCOC(=O)[C@@H]1[C@H]2COc3cc(OC)ccc3[C@H]2N2C(=O)N(c3ccc(F)cc3)C(=O)[C@@]12C	-1	-2%	-1.2%	0%	4	-6%	.	1	3
COc1ccc(C(=O)O/N=C(\N)Cc2ccc([N+](=O)[O-])cc2)c(OC)c1	-11	5%	3.3%	-9%	1	5%	-15	-7	-21
CCCOc1cccc(C(=O)N/N=C/c2ccoc2)c1	-22	8%	-0.1%	-2%	0	2%	-1	-3	-4
COc1ccc(C2=C(C)CC(C)(C)NC2=O)cc1OC	-3	-3%	1.4%	1%	3	.	-1	11	-1
CCOC(=O)c1c(NC(=O)c2ccc(OC)cc2)sc2c1CCCCC2	-9	-2%	2.2%	-1%	1	-6%	-3	-1	-3
COC(=O)[C@@H](Cc1c[nH]c2ccccc12)NC(=O)c1ccc2c(c1)OCO2	-5	3%	2.0%	2%	4	8%	-1	-11	-2
Cc1cc(C)c(C)c(OCC(=O)N2CCOCC2)c1	4	-2%	2.6%	3%	1	4%	-5	-1	-1
CSc1nc2c(c(=O)[nH]1)C(c1ccc(C(F)(F)F)cc1)CC(=O)N2 (stereo not drawn)	-14	-4%	0.2%	-3%	0	-2%	-2	-11	-13
Nn1cnnc1SCC(=O)N(C1CCCCC1)C1CCCCC1	-4	0%	0.7%	-1%	1	-4%	-32	1	-13
CC(=O)C1=C(O)C(=O)N(CCN2CCOCC2)C1c1ccccc1 (stereo not drawn)	6	-7%	-0.1%	1%	7	-1%	-4	-10	8
CCC(C)OC(=O)C(C)Oc1ccc(-c2ccccc2)cc1 (stereo not drawn)	15	4%	2.3%	0%	4	-1%	0	-1	1
CCC(C)(C)NC(=O)/C=C/c1ccc(OC)c(S(=O)(=O)N2CCOCC2)c1	4	-4%	2.4%	-2%	4	-2%	-1	-3	-20
COc1cccc(C(=O)N2c3cc(C)ccc3OCC2C(C)(C)C)c1 (stereo not drawn)	6	-5%	-3.2%	-6%	2	-9%	-2	-8	-9
COc1ccc(NC(=O)c2oc3ccccc3c2NC(=O)C2CCCCC2)c(OC)c1	1	-1%	0.8%	3%	2	-3%	.	1	-2
CC1(C)OC(C(N)=O)C(C(N)=O)O1 (stereo not drawn)	21	-5%	-0.8%	0%	2	1%	0	2	-11
COc1ccc(OC)c2sc(NC(=O)c3ccc(Br)s3)nc12	-4	2%	0.3%	2%	-2	1%	-1	3	-12
O=c1cc(CN2CCN(S(=O)(=O)c3ccccc3)CC2)nc2ccc(Cl)cn12	19	-1%	-1.2%	-8%	-1	2%	-2	2	0
CCOc1ccc(C(C)(C)C)cc1S(=O)(=O)n1nc(C)cc1C	-1	-4%	0.0%	-8%	2	-3%	-2	-7	-8
CCOC(=O)c1sc(N)c(C#N)c1CSc1nnc(C2CC2)n1N	2	-3%	1.4%	-8%	2	-17%	-8	-9	-6
CCOC(=O)c1cnc2c(ccc3ccccc32)c1Nc1ccccc1OCC	-18	0%	-0.3%	0%	1	0%	.	-2	-4
CCc1ccc(N2C(=O)Cc3c2nc(N)c(C#N)c3N)cc1	3	3%	2.6%	1%	-3	7%	4	-4	17
COC(=O)C1=C(C(=O)OC)[C@@H]2N(C)c3ccc(OC)cc3[C@@]23C[C@@H](C(=O)OC)N(S(=O)(=O)c2ccc([N+](=O)[O-])cc2)C3=N1	-7	-2%	4.8%	1%	2	2%	.	-6	-10
CC(C)(C)S(=O)(=O)/C(C#N)=N/Nc1ccc(S(C)(=O)=O)cc1	6	0%	-0.2%	-1%	1	-1%	10	1	12
CCOC(=O)c1c(-c2ccncc2)csc1N	-8	-4%	0.6%	4%	2	2%	6	0	-1

Next part; the last 2 above are carried over.
canonical_smiles	D2 potentiator	GRP78 ERSR act	RXFP1 agonist	Vif-APOBEC3G blk	D1 ag	Vif-APOBEC3F blk	RXFP1 antagonist	D1 PAM	D1 antag
CC(C)(C)S(=O)(=O)/C(C#N)=N/Nc1ccc(S(C)(=O)=O)cc1	6	0%	-0.2%	-1%	1	-1%	10	1	12
CCOC(=O)c1c(-c2ccncc2)csc1N	-8	-4%	0.6%	4%	2	2%	6	0	-1
Cc1cc(C)c(NC(=O)c2cc3c(=O)n4ccccc4nc3n2C)c(C)c1	6	1%	-1.5%	?	8	-12%	2	-3	-28
Cc1cc(C(F)F)n2nc(C(=O)Nc3cccc(C(F)(F)F)c3)nc2n1	4	-3%	0.0%	-3%	-1	-11%	-4	-5	-40*
NS(=O)(=O)c1cccc(NC(=O)CSc2nc3nc(-c4cccs4)cc(C(F)(F)F)c3c(=O)[nH]2)c1	9	3%	20%	-1%	3	-12%	-7	2	-2
COc1ccc(-n2c(-c3ccccc3)nc(=S)c3c2CCCC3)cc1	1	-4%	9.3%	-5%	0	-2%	-3	-3	4
COc1ccc(CNc2ncnc3onc(-c4ccc(F)cc4)c23)cc1	0	-4%	-1.4%	0%	6	-6%	-7	-2	-19
Cc1ccc(-c2nc(S(=O)(=O)c3ccc(C)cc3)c(SCC(=O)Nc3ccc(F)cc3)o2)cc1	3	-3%	0.7%	-1%	3	1%	-13	0	-61*
COc1ccc(/C=C/C(=O)OCC(=O)NCCC2=CCCCC2)cc1S(=O)(=O)N1CCOCC1	-14	3%	0.8%	-1%	3	2%	8	-7	2
O=C(CN1C(=O)NC2(CCCC2)C1=O)OCCOc1ccc(Cl)cc1Cl	3	1%	1.1%	-2%	6	2%	2	-1	-7
CC(C)(C)c1ccc(OCCCNCc2ccccc2)cc1	-11	-6%	-0.3%	-9%	61*	-27%	-13	5	26
C[C@H](CO)N1C[C@H](C)[C@@H](CN(C)Cc2cccnc2)Oc2cc(-c3cccnc3)ccc2S1(=O)=O	.	0%	.	-1%	.	-7%	-4	.	.
CC1(C)C(=O)Nc2ccccc2N1C(=O)COc1cc(Cl)ccc1Cl	4	-5%	0.5%	-9%	2	-7%	-4	0	-12
O=c1cc(CSc2nnnn2-c2ccccc2)nc2scc(-c3ccccc3)n12	.	-1%	-0.8%	0%	3	.	2	1	1
CCS(=O)(=O)n1nc(-c2ccccc2)nc1SCc1ccccc1	9	?	1.1%	-1%	27	-3%	-8	-2	-31*
CCOC(=O)c1csc(NC(=O)Nc2cccc(OC)c2)n1	17	.	0.9%	.	10	.	.	-3	2
CCC/C=C/c1ccc(CN2C(C)C(=O)N(Cc3cn(CCC4OCCO4)nn3)CCS2(=O)=O)cc1 (stereo not drawn)	.	-4%	.	1%	.	-9%	2	.	.
